PKM2 act = qHTS Assay for Activators of Human Muscle isoform 2 Pyruvate Kinase | Potency, µM (titrated, usually from 57.5 µM), inactives show at the top dose activation, hits mostly activators | 0.34% of 260,000 active | Pyruvate kinase PKM (Homo sapiens), P14618 | purified PKM2, Kinase-Glo ATP luminescence, activation; response scale: 0% is enzyme alone, no compound; further: potency means the concentration at half of the fitted maximal effect; on the % scale 0 is the no-effect control and ±100 the full control effect; nearly all actives have a fitted effect of over 55% in size
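Kinase-Glo luminescence reports ATP generated from ADP (0.1 mM) and PEP (0.5 mM) by purified hPK-M2 after 1 h at room temperature, pH 7.2 imidazole buffer; intermediate enzyme activity allows detecting inhibitors and activators.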
BCR signal inh = qHTS Assay to Find Inhibitors of Chronic Active B-Cell Receptor Signaling; 0.05% of 340,000 active; Potency, µM (titrated, usually from 46.1 µM), inactives show top-dose ratio change, negative = lower green/red ratio, actives largely listed as inhibitors; ABC-DLBCL IkBa-CBG/CBR reporter, luminescence ratio, 4 h; active means well fitted inhibition curve with a large enough effect in the signal ratio, with a control signal flat, not every such curve was filed as active; inconclusive means small, poorly fitted or top-dose-only effect, or effect the other way, or a change in a side signal; the % refers to the signal ratio;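 further: potency means the concentration at half of the fitted maximal effect; plate controls were basal doxycycline-induced cells for no effect and cells given 10 µM MG132 for full effect; MG132 reads +100%, hits lower the ratio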
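Concentration-response series (up to 46 uM) were applied to TMD8 dual-reporter cells for 4 h at 37C with doxycycline. Green/red ratio, after filter-overlap correction, defined %Activity; red signal alone was normalised to basal cells and zero luminescence.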
S-ASM inh = Inhibitors of Secretory Acid Sphingomyelinase (S-ASM): qHTS | placental ASM, HMU-PC fluorogenic substrate, 60 min | Potency, µM (top dose mostly 57.5 µM), inactives show top-dose activity change, negative = inhibition, most hits filed as inhibitors | 0.006% of 340,000 active | AID 504937, 2011; further: potency means the concentration at half of the fitted maximal effect
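Fluorescence read-out (Ex 386 nm, Em 447 nm) after stopping the reaction at pH 10. Enzyme: ASM from human placenta; substrate HMU-PC0, 9 uM final; 60 min, 37 °C. Compound preincubation 10 min, ambient temperature.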
KCNH2 WT inh = qHTS for Inhibitors of KCHN2 3.1: Wildtype qHTS | U2OS, BacMam KCNH2, thallium flux FluxOr; active compounds read low | activity change, % at 1.84 µM | 0.37% of 340,000 active | AID 720551, 2013;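 active means maximum activity change below -70%; inconclusive means maximum activity change between -70% and -50%; inactive means maximum activity change above -50%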; further: on the % scale 0 is the no-effect control and ±100 the full control effect
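U2OS cells transduced with wild-type KCNH2 virus are loaded with FluxOr dye for 45 min, and thallium flux is measured in kinetic reads before and after stimulation buffer. Rate constants are normalized to DMSO controls.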
MBNL1-CUG inh = qHTS Assay for Inhibitors of MBNL1-poly(CUG) RNA binding | TR-FRET MBNL1-His/biotin-(CUG)12 binding, 665/545 ratio | Potency, µM (top dose mostly 57.5 µM), without a hit: at the highest dose activity change, negative = inhibition, most hits filed as inhibitors | 0.036% of 280,000 active; active means well fitted inhibition curve with a large enough effect in the signal ratio, with a control signal flat, not every such curve was filed as active; inconclusive means small, poorly fitted or top-dose-only effect, or effect the other way, or a change in a side signal; inactive means no such curve, though single readings can be large or run the other way; the % refers to the signal ratio; further: potency means the concentration at half of the fitted maximal effect; on the % scale 0 is the no-effect control and ±100 the full control effect
Target sequence (Q9NR56 whole entry, looked up): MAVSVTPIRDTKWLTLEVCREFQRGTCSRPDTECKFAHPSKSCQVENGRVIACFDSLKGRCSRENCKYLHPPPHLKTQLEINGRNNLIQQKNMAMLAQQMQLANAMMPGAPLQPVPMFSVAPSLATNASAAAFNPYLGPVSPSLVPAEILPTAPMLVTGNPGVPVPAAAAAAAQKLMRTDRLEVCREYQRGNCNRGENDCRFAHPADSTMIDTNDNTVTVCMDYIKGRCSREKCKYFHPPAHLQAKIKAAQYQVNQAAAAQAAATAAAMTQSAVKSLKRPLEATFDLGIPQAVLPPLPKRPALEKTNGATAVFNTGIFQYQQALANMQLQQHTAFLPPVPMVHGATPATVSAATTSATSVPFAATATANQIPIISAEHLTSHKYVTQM
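His-tagged MBNL1 binding to biotinylated (CUG)12 RNA was measured by TR-FRET using terbium anti-His antibody (0.055 ng/ul final) and streptavidin-XL665 (5 nM final). Compounds were titrated 92 nM to 58 uM; 60 min at room temperature.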
GALK inhibitor = qHTS Assay for Inhibitors of Human Galactokinase (GALK); P51570; Purified GALK, Kinase-Glo residual ATP luminescence; Potency, µM (highest dose often 57.5 µM), inactives show top-dose activity change, negative = inhibition, actives largely listed as inhibitors; 0.007% of 270,000 active; AID 1868, 2009; further: potency means the concentration at half of the fitted maximal effect; on the % scale 0 is the no-effect control and ±100 the full control effect
Target sequence (P51570 whole entry, looked up): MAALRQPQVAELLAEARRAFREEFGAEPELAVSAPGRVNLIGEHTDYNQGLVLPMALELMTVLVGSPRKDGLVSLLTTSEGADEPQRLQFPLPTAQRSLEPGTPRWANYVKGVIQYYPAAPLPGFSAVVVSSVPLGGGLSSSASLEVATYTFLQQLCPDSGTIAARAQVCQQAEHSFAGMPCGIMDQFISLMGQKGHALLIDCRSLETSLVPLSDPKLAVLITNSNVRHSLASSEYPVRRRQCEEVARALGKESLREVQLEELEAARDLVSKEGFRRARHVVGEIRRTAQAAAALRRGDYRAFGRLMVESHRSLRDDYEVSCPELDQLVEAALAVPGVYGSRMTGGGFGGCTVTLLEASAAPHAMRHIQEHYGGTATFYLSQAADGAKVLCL
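Compounds were pin-transferred into ATP buffer (35 uM final), then GALK plus galactose (5 nM, 100 uM final) was added. After 1 h at room temperature, Kinase-Glo Plus was added and luminescence read after 10 min.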
TSHR antagonist = Antagonists of the Thyroid Stimulating Hormone Receptor: HTS campaign. activity change, negative = inhibition, % at 11.5 µM. TSHR-expressing cells, TSH-stimulated cAMP HTRF, 2 h; active compounds read low. AID 504810, 2011. Thyrotropin receptor (Homo sapiens), P16473. 0.2% of 330,000 active;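 active means activity change below a set negative limit, meaning inhibition stronger than a set level, cut at about -70% in these data; inconclusive means activity change between two set negative limits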; further: on the % scale 0 is the no-effect control and ±100 the full control effect
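Competitive HTRF cAMP read-out (cryptate anti-cAMP antibody, cAMP-d2; 30 min, room temperature) in freshly harvested TSHR cells. Compounds added before TSH at EC80 (4nM final), followed by 2 hours' incubation at 37 deg C.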
Eya2 inh = qHTS Assay for Inhibitors of the Phosphatase Activity of Eya2. recombinant Eya2, OMFP fluorescence dephosphorylation (OMFP is methylfluorescein phosphate). 0.006% of 330,000 active. Protein phosphatase EYA2 (Homo sapiens), O00167. Potency, µM (doses to about 76.9 µM), for the others: at the highest dose activity, negative = inhibition, most hits filed as inhibitors; further: potency means the concentration at half of the fitted maximal effect; on the % scale 0 is the no-effect control and ±100 the full control effect
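Eya2 protein (added as 0.2 uM solution) was preincubated with compound for 10 min at ambient temperature in 50 mM HEPES pH 7.5, 50 mM NaCl, 5 uM MgCl2, 0.05% BSA, 1 mM DTT. OMFP (added at 50 uM) then reacted 10 min; fluorescence read at 485/525 nm.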
Mito fusion act = qHTS Assay for Small Molecule Inhibitors of Mitochondrial Division or Activators of Mitochondrial Fusion. S. cerevisiae fusion-defective mutant growth rescue, CellTiterGlo 48 h. Potency, µM (top dose mostly 46.1 µM), inactives show at the highest dose growth rescue (activation), hits mostly activators. 0.23% of 320,000 active;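 further: potency means the concentration at half of the fitted maximal effect; % of control where 0% means no effect; nearly all actives have a fitted effect of over 45% in size; temperature-sensitive fusion mutants such as fzo1-1 at 37 °C on non-fermentable ethanol glycerol medium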
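Temperature-sensitive fusion-defective S. cerevisiae (e.g. fzo1-1, mgm1-5) were grown with compound in YPEG medium (3% ethanol, 3% glycerol) for 48 hours at 37C. Growth rescue was measured as viability by CellTiterGlo luminescence after 10 minutes at ambient.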
Menin MLL FP TR = qHTS Assay for Inhibitors Targeting the Menin-MLL Interaction in MLL Related Leukemias: Competition With Texas Red Labeled MLL-derived Mutant Peptide. Potency, µM (highest dose often 61.6 µM), for the others: at the highest dose FP activity change, negative = inhibition, most hits filed as inhibitors. O00255. AID 1768, 2009. Menin + Texas Red MLL mutant peptide, fluorescence polarization. 0.23% of 270,000 active; active means well fitted inhibition curve with a large enough effect in the polarisation, with a control signal flat, not every such curve was filed as active; inconclusive means small, poorly fitted or top-dose-only effect, or effect the other way, or a change in a side signal; inactive means no such curve, though single readings can be large or run the other way; the % refers to the polarisation; further: potency means the concentration at half of the fitted maximal effect; % of control where 0% means no effect; many of its hits are not listed in these tables
USP2a block = qHTS Assay for Inhibitors of Ubiquitin-specific Protease USP2a Using CHOP2 as the Reporter; USP2 core, Ub-CHOP2 coupled fluorogenic reporter, 485/531; Potency, µM (highest dose often 38.3 µM), inactives show at the top dose activity change, negative = inhibition, usual class: inhibitors; 0.01% of 330,000 active; AID 463254, 2010;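 further: potency means the concentration at half of the fitted maximal effect; plate controls were DMSO wells for no effect and full inhibition by NEM control for full effect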
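Cell-free coupled assay: 10nM USP2 core preincubated 30min RT with compound in Tris-HCl pH 8.0/CaCl2/CHAPS buffer, then 25nM Ub-CHOP2 and 25nM reporter substrate; fluorescence (Ex 485/Em 531) read after 60min RT, normalized to NEM inhibition, concentration-response curves fitted.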
Numbers without * were called inactive; ? = inconclusive; / = no result given; & = joins results of further samples; [ ] = dose if it differs, or a comment. Unless noted, the call rests on the fitted dose curve; in most records, active means well fitted curve in the direction sought with a large enough effect; inconclusive means small, poorly fitted or top-dose-only effect, or another doubt; inactive means no such curve, though single readings can be large; an effect the other way counts as inactive or inconclusive.

Sample of the layout, three compounds:
SMILES | PKM2 act | BCR signal inh | S-ASM inh | KCNH2 WT inh | MBNL1-CUG inh | GALK inhibitor | TSHR antagonist | Eya2 inh | Mito fusion act | Menin MLL FP TR | USP2a block
O=C(Cc1c[nH]c2ccccc12)NCc1ccc(Cl)cc1 | 14% | 4% | -7% | 5 | -10% | 0% | 3 | -4% | 10% | 1% | -2%
C=CCNc1ncnc2ccc(Br)cc12 | 1% | 1% | -1% | -10 | 8% | 5% | -16&-40 | 2%&14% | -12%&7% | 5% | 3%
CC(C)CNC(=O)C(=O)NCC1OCCCN1S(=O)(=O)c1ccc2c(c1)OCCO2 (stereo unspecified) | -6% | ? | -2% | 8 | 4% | -1% | 8 | 4% | 0% | / | 1%

This part in full, from the first entry:
SMILES | PKM2 act | BCR signal inh | S-ASM inh | KCNH2 WT inh | MBNL1-CUG inh | GALK inhibitor | TSHR antagonist | Eya2 inh | Mito fusion act | Menin MLL FP TR | USP2a block
O=C(Cc1c[nH]c2ccccc12)NCc1ccc(Cl)cc1 | 14% | 4% | -7% | 5 | -10% | 0% | 3 | -4% | 10% | 1% | -2%
C=CCNc1ncnc2ccc(Br)cc12 | 1% | 1% | -1% | -10 | 8% | 5% | -16&-40 | 2%&14% | -12%&7% | 5% | 3%
CC(C)CNC(=O)C(=O)NCC1OCCCN1S(=O)(=O)c1ccc2c(c1)OCCO2 (stereo unspecified) | -6% | ? | -2% | 8 | 4% | -1% | 8 | 4% | 0% | / | 1%
NC(=O)c1c(NC(=O)C2COc3ccccc3O2)sc2c1CCN(Cc1ccccc1)C2 (stereo unspecified) | -1% | 8% | 43%[activator] | 1 | / | -1% | -32 | 5% | -2% | 22% | 29%
O=C(/C=C/c1ccc([N+](=O)[O-])cc1)NCc1ccc2c(c1)OCO2 | -1% | -10% | 2% | -3 | ? | 6% | -4 | 6% | -2% | ? | -2%
Cc1ccsc1C(=O)NCCc1ccc(S(N)(=O)=O)cc1 | 3% | -13% | 0% | 11 | -3% | -2% | 10 | -13% | 1% | 1% | 5%
Cc1cc2cc(CCNC(=O)CCCc3ccccc3)c(=O)[nH]c2cc1C | / | 6% | -1% | / | 4% | -5% | -16 | 2% | ? | -2% | 2%
CCCCNC(=O)C1(NC(=O)Nc2ccccc2)CCCCC1 | 16% | 1% | -2% | 7 | -22% | 3% | 16 | 1% | -2% | 20% | 2%
Cn1cccc1C(=S)N=P(C1CCCCC1)(N1CCOCC1)N1CCOCC1 | -4% | 1% | -2% | -5 | -5% | 1% | -3 | -1%[15.4 µM] | 1% | 0% | 1%
COc1ccc(N2CC(NS(=O)(=O)c3cccs3)CC2=O)cc1OC (stereo unspecified) | / | 0% | 2% | 4 | / | / | 10 | -6% | -7% | / | -3%
Oc1ccc(Oc2ccc3c(C(F)(F)F)cc(C(F)(F)F)nc3n2)cc1 | -1% | 3% | -4% | 10 | 15% | -1% | 1 | -6% | 2% | 14% | 1%
COc1cc(C(=O)Nc2ccc(NC(=O)c3ccco3)nc2)cc(OC)c1OC | -8% | 5% | -1% | 8 | -8% | 0% | 2 | -7% | 0% | 38%[activator] | 2%
COc1ccccc1NC(=O)CSc1ncc(CO)n1Cc1ccc(F)cc1 | / | -11% | 2% | -5 | 3% | 4% | 10 | 12% | 0% | / | -1%
COc1ccc(C(=O)NCCS(=O)(=O)N2CCC3(CC2)OCCO3)cc1 | / | -2% | 7% | 2 | / | / | 10 | 3% | -3% | / | -2%
CCC(C)NC(=O)C1CCN(C(=O)COc2ccc3c4c(c(=O)oc3c2C)CCCC4)CC1 (stereo unspecified) | / | -1% | 1% | -9 | -11% | 3% | -5 | 13% | 2% | / | 0%
Cc1sc2nc(CSc3nc4ccccc4s3)[nH]c(=O)c2c1C | / | 0% | / | / | 51%[activator] | 5% | 41 | 18% | 14% | 16% | -2%
CCc1ccc(NC(=O)COc2ccc(Br)cn2)cc1 | -2% | 6% | 2% | -4 | -2% | 10% | -1 | -9% | -28% | 2% | 0%
CCC(O)CNC(=O)NC(=C(Cl)Cl)c1ccc(C)c(F)c1 (stereo unspecified) | -5% | -21% | -2% | -5 | -2% | -1% | 15 | 3% | -3% | -12% | 4%
CC1CCCN(C(=O)C(C)Sc2nc(-c3ccccc3)cc(C(F)(F)F)n2)C1 (stereo unspecified) | 5% | ? | -5% | -14 | -5% | 1% | -9 | -24% | 13% | ? | 1%
COCCNC(=S)N/N=C(\C)c1ccc(Cl)s1 | 5% | ? | -3% | -2 | 12% | -4% | -4 | 12% | -13% | / | -2%
Cc1ccccc1Oc1ccc(S(=O)(=O)NCCC(=O)O)cc1 | 2% | 3% | 3% | 4 | -15% | -5% | -2 | 8% | 1% | 2% | -1%
CCc1ccc2c(c1)c1nnc(NN)nc1n2CC | -11% | 0% | -7% | -3 | ? | 1% | 55 | -5% | -4% | -5% | -7%
C[C@@]12C(=O)Nc3cc(F)ccc3C(=O)N1[C@H]1c3ccccc3OC[C@@H]1[C@@H]2c1ccccc1 | / | ? | 0% | 5 | / | / | -5 | -1% | ? | / | 0%
O=C(NCCN1CCCC1=O)Nc1ccccc1 | -2% | ? | 12% | -17 | -5% | 0% | -9 | -29% | -3% | -3% | 1%
O=C1CN(C(=O)COC(=O)/C=C/c2ccc(OC(F)F)cc2)c2ccccc2N1 | -20% | ? | 4% | -1 | -7% | 0% | 14 | -2% | -8% | 2% | 1%
COC(=O)[C@@]1(Cc2ccccc2)[C@H]2C(=O)N(C)C(=O)[C@H]2[C@H]2CN=C(SCc3ccccc3)N21 | / | -7% | 1% | 3 | / | / | 7 | 1% | / | / | 0%
O=C(NC(c1ccc(Cl)cc1)c1cc(Cl)c2cccnc2c1O)c1cccnc1 (stereo unspecified) | -1% | 1% | / | -2 | ? | / | 7 | 0% | 30% | ? | 3%
Cc1ccc(C)c(NC2=NCC(=O)N2C2CCCCC2)c1 | -9% | -4% | 0% | 4 | -19% | -21% | 2 | -4% | 5% | 2% | -1%
CN(C)c1oc(COc2ccccc2F)nc1C#N | -5% | ? | 5% | -5 | -1% | 0% | -7 | -15% | -2% | -7% | 2%
O=[N+]([O-])c1ccc2c(c1)ncn2CCc1ccccc1 | 7.1µM* | 2% | -3% | -9 | ? | 3% | -3 | 4% | 6% | 10% | -1%
COc1cccc(-n2c(=S)sc3c(=O)n(-c4ccccc4C)c(SCC(=O)O)nc32)c1 | / | -1% | 6% | 1 | 9% | / | -2 | 1% | -14% | 24% | 4%
CCOC(=O)C1(Cc2ccccc2C(F)(F)F)CCN(Cc2ccc(COC)o2)CC1 | 2% | -3% | 2% | / | -9% | 1% | -5 | -3% | 0% | ? | -1%
COc1ccc(C(C(=O)NC2CCCC2)N(C(=O)c2csnn2)C2CC2)cc1 (stereo unspecified) | / | 9% | 0% | 2 | 0% | 1% | -8 | -8% | 8% | -9% | 0%

An excerpt, so the mix of outcomes need not match the whole.
